# Screening data deposited in PubChem BioAssay by Broad Institute.
# INS-1E ATP HTS: protection of INS-1E cells from cytokine death, primary screen, ATP luminescence, single point. INS-1E cytokine-induced death, 48 h; normalised: neutral wells 0, positive control 100. protection from cytokine-induced ATP loss, % at 10 µM. 20,000 tested, 0.1% active;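 active = mean replicate protection from cytokine-induced ATP loss at least 50% and at least 75% of replicates each reaching 50%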
#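 Material: INS-1E rat cells; Quantity: 8000 cells/well; Buffer or medium: phenol-red-free RPMI with 5% fetal bovine serum; Probe or stimulus: cytokine cocktail of IFN-γ, TNF-α and IL-1β; Compound dosing: single test concentration per compound, delivered by pin transfer; Incubation: 48 h co-treatment, 10 min post-lysis read; Signal: CellTiter-Glo luminescence.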
# T cruzi HTS: inhibitors of intracellular Trypanosoma cruzi, primary screen, cell-based, plate reader, single point, set 2; intracellular Trypanosoma cruzi in host cells; activity score (inhibition), % at 5.01 µM; 22,000 tested, 4.9% active; AID 651903, 2012; in the data active = activity score above about 55%;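 also: parasites and compound incubated about four days before reading; 0% = median of neutral control wells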
# Active calls of the source: *; . = no result given. These rows are one share of the data. The share of hits here may be higher or lower than overall.
SMILES,INS-1E ATP HTS,T cruzi HTS
C[C@H]1CN([C@@H](C)CO)C(=O)c2cc(NS(=O)(=O)c3ccccc3)ccc2O[C@H]1CN(C)C,4,10
COc1ccc(Br)c(/C=N/NC(=O)c2ccc(C(=O)NO)cc2)c1,28,3
C[C@@H]1CN([C@H](C)CO)C(=O)Cc2cc(NC(=O)Nc3ccccc3)ccc2O[C@H]1CN(C)CC1CC1,1,-27
C[C@H](CO)N1C[C@H](C)[C@@H](CN(C)Cc2ccccc2)Oc2ccc(NC(=O)CCC(F)(F)F)cc2C1=O,7,-9
C[C@@H]1CN([C@@H](C)CO)C(=O)c2cc(NC(=O)CCCCCC(=O)Nc3ccccc3N)ccc2O[C@@H]1CN(C)Cc1ccc2c(c1)OCO2,-1,-7
C[C@@H]1CN([C@H](C)CO)C(=O)Cc2cc(NC(=O)CCCCCC(=O)Nc3ccccc3N)ccc2O[C@@H]1CN(C)CC1CCCCC1,5,11
Cc1noc(C)c1NC(=O)N(C)C[C@H]1Oc2ccc(NS(C)(=O)=O)cc2CC(=O)N([C@@H](C)CO)C[C@@H]1C,0,-6
Cc1ccc(S(=O)(=O)N(C)C[C@@H]2Oc3ccc(NC(=O)Nc4ccc5c(c4)OCO5)cc3CC(=O)N([C@@H](C)CO)C[C@@H]2C)cc1,-2,3
C[C@H](CO)N1C[C@H](C)[C@H](CN(C)CC2CCCCC2)Oc2ccc(NC(=O)Nc3cccc4ccccc34)cc2C1=O,-10,24
O=C(CCCCCC(=O)Nc1ccccc1O)N/N=C/c1ccc(Br)cc1,0,-1
C[C@H]1CN([C@@H](C)CO)C(=O)c2cccc(N(C)C)c2O[C@H]1CN(C)C(=O)Nc1ccccc1,4,-6
COc1ccc(S(=O)(=O)Nc2ccc3c(c2)C(=O)N([C@@H](C)CO)C[C@@H](C)[C@@H](CN(C)S(=O)(=O)c2ccc(OC)cc2)O3)cc1,11,-2
CC(C)NC(=O)Nc1ccc2c(c1)C(=O)N([C@H](C)CO)C[C@H](C)[C@@H](CN(C)C(=O)Cc1ccccc1)OCCCC[C@@H](C)O2,3,-2
C[C@H]1CN([C@@H](C)CO)C(=O)Cc2cc(NC(=O)Nc3ccc4c(c3)OCO4)ccc2O[C@H]1CN(C)S(=O)(=O)c1cccs1,9,-13
C[C@H]1CN([C@@H](C)CO)C(=O)c2cccc(NC(=O)c3cnccn3)c2O[C@H]1CN(C)C(=O)NC1CCCCC1,7,-11
COc1ccc(NC(=O)Nc2cccc3c2O[C@@H](CN(C)S(=O)(=O)c2ccc(F)cc2)[C@H](C)CN([C@H](C)CO)C3=O)cc1,-11,25
COc1ccc(S(=O)(=O)N(C)C[C@@H]2Oc3c(cccc3N(C)C)C(=O)N([C@H](C)CO)C[C@@H]2C)cc1,5,11
Cc1noc(C)c1S(=O)(=O)Nc1ccc2c(c1)C(=O)N([C@H](C)CO)C[C@H](C)[C@@H](CN(C)S(=O)(=O)c1cn(C)cn1)OCCCC[C@@H](C)O2,7,-7
C[C@@H]1CCCCO[C@@H](CN(C)C(=O)C2CCCCC2)[C@@H](C)CN([C@H](C)CO)C(=O)c2cc(NC(=O)CCCCCC(=O)Nc3ccccc3N)ccc2O1,9,-37
O=C(CCCCCCC(=O)Nc1ccccc1O)N/N=C/c1ccc(N2CCCC2)cc1,7,-2
C[C@@H]1CCCCO[C@@H](CN(C)C(=O)c2ccccc2)[C@@H](C)CN([C@H](C)CO)C(=O)c2cc(NS(=O)(=O)c3cn(C)cn3)ccc2O1,14,-77
C[C@@H]1CN([C@@H](C)CO)C(=O)c2cccc(NS(=O)(=O)c3ccc(Cl)cc3)c2O[C@@H]1CN(C)C,6,-13
C[C@H]1CN([C@@H](C)CO)C(=O)Cc2cc(NC(=O)Cc3cn(C)c4ccccc34)ccc2O[C@H]1CN(C)CC1CCCCC1,-2,7
COc1ccc(CN(C)C[C@H]2Oc3c(NC(=O)Nc4c(C)noc4C)cccc3C(=O)N([C@H](C)CO)C[C@H]2C)cc1,-4,-23
C[C@H](CO)N1C[C@H](C)[C@H](CN(C)C(=O)NC2CCCCC2)Oc2c(NC(=O)c3nc4ccccc4s3)cccc2C1=O,1,30

# Next entries
SMILES,INS-1E ATP HTS,T cruzi HTS
COc1ccc(NC(=O)Nc2ccc3c(c2)CC(=O)N([C@H](C)CO)C[C@@H](C)[C@@H](CN(C)C(=O)Nc2ccc(C(F)(F)F)cc2)O3)cc1,0,8
CC(C)NC(=O)Nc1ccc2c(c1)C(=O)N([C@H](C)CO)C[C@@H](C)[C@H](CN(C)S(=O)(=O)c1ccc(Cl)cc1)O2,10,13
C[C@@H]1CN([C@H](C)CO)C(=O)c2cc(NC(=O)Nc3ccccc3)ccc2O[C@@H]1CN(C)S(=O)(=O)c1cccs1,3,11
O=C(N/N=C/c1cccnc1Br)c1ccccn1,1,-31
C[C@H]1CN([C@@H](C)CO)C(=O)CCCn2cc(nn2)CO[C@H]1CN(C)Cc1ccc(C(F)(F)F)cc1,-3,-24
C[C@@H]1CN([C@H](C)CO)C(=O)Cc2cc(NC(=O)NC3CCCCC3)ccc2O[C@H]1CN(C)Cc1ccc(C(=O)O)cc1,5,-8
C[C@@H]1CN([C@@H](C)CO)C(=O)c2cccc(NS(=O)(=O)c3cccs3)c2O[C@H]1CN(C)Cc1ccccc1,-3,-12
C[C@H]1CN([C@@H](C)CO)C(=O)Cc2cc(NC(=O)Nc3ccc(F)cc3)ccc2O[C@@H]1CN(C)S(=O)(=O)c1ccc(Cl)cc1,9,-3
C[C@@H]1CN([C@@H](C)CO)C(=O)c2cc(N(C)C)ccc2O[C@@H]1CN(C)Cc1ccc(C(=O)Nc2ccccc2N)cc1,28,61*
CCCC(O)C#Cc1cnc2c(c1)C(=O)N([C@H](C)CO)C[C@H](C)[C@H](CN(C)Cc1ccccc1)O2 (some centres undefined),.,21
C[C@@H]1CN([C@H](C)CO)C(=O)c2cccc(NC(=O)NC3CCCCC3)c2O[C@H]1CN(C)Cc1ccncc1,3,-3
C[C@@H]1CN([C@H](C)CO)C(=O)c2cccc(NC(=O)Nc3ccccc3)c2O[C@H]1CN(C)CC1CC1,-3,-7
Cc1ccc(S(=O)(=O)Nc2ccc3c(c2)C(=O)N([C@H](C)CO)C[C@@H](C)[C@@H](CN(C)S(=O)(=O)c2cccs2)O3)cc1,-3,31
C[C@@H]1CCCCO[C@@H](CN(C)Cc2ccccc2)[C@@H](C)CN([C@H](C)CO)C(=O)c2cc(NS(=O)(=O)c3ccc(Cl)cc3)ccc2O1,-4,33
C[C@@H]1CN([C@H](C)CO)C(=O)c2cccc(NC(=O)C3CC3)c2O[C@H]1CN(C)Cc1ccc(Cl)c(Cl)c1,-6,37
COc1ccc(NC(=O)Nc2ccc3c(c2)C(=O)N([C@@H](C)CO)C[C@@H](C)[C@H](CN(C)C(=O)NC(C)C)O3)cc1,4,-15
Cc1ccc(S(=O)(=O)Nc2ccc3c(c2)CC(=O)N([C@H](C)CO)C[C@@H](C)[C@@H](CN(C)C(=O)NC(C)C)O3)cc1,4,-9
COc1ccc(NC(=O)Nc2ccc3c(c2)C(=O)N([C@@H](C)CO)C[C@H](C)[C@H](CN(C)S(=O)(=O)c2ccc(OC)cc2)O3)cc1,-1,3
C[C@H]1CN([C@@H](C)CO)C(=O)c2cc(NS(C)(=O)=O)ccc2O[C@H]1CN(C)S(=O)(=O)c1ccc(F)cc1,1,2
C[C@@H]1CN([C@@H](C)CO)C(=O)Cc2cc(NC(=O)Nc3ccc(F)cc3)ccc2O[C@@H]1CN(C)S(=O)(=O)c1ccc(F)cc1,7,-5
C[C@@H]1CN([C@@H](C)CO)C(=O)c2cc(NC(=O)Nc3ccc(C(F)(F)F)cc3)ccc2O[C@@H]1CN(C)S(=O)(=O)c1ccc(F)cc1,-13,68*
Cc1ccc(S(=O)(=O)N(C)C[C@@H]2Oc3c(NC(=O)Nc4ccc(F)cc4)cccc3C(=O)N([C@H](C)CO)C[C@@H]2C)cc1,-18,10
C[C@@H]1CN([C@H](C)CO)C(=O)c2cccc(NC(=O)Nc3cccc4ccccc34)c2O[C@H]1CN(C)C(=O)Nc1ccccc1,1,12
C[C@@H]1CN([C@@H](C)CO)C(=O)c2cccc(NC(=O)c3ccc(-c4nccs4)cc3)c2O[C@H]1CN(C)Cc1ccc(C(=O)Nc2ccccc2N)cc1,19,48
C[C@@H]1CCCCO[C@@H](CN(C)S(=O)(=O)c2ccc(Cl)cc2)[C@@H](C)CN([C@H](C)CO)C(=O)c2cc(NS(=O)(=O)c3ccc(F)cc3)ccc2O1,-13,40

# (cont.)
SMILES,INS-1E ATP HTS,T cruzi HTS
C[C@H]1CN([C@@H](C)CO)C(=O)c2cccc(NC(=O)Nc3ccc(C(F)(F)F)cc3)c2O[C@@H]1CN(C)S(=O)(=O)c1cccs1,-7,-6
C[C@@H]1CN([C@H](C)CO)C(=O)c2cc(NC(=O)Nc3ccc(C(F)(F)F)cc3)ccc2O[C@@H]1CN(C)S(=O)(=O)c1ccc(Cl)cc1,0,17
CCCC(O)C#Cc1cnc2c(c1)C(=O)N([C@H](C)CO)C[C@H](C)[C@H](CN(C)C(=O)Nc1ccccc1)O2 (some centres undefined),.,6
Cc1ccc(S(=O)(=O)N(C)C[C@H]2OCCCC[C@@H](C)Oc3ccc(NC(=O)c4ccccc4)cc3C(=O)N([C@H](C)CO)C[C@@H]2C)cc1,-5,31
COc1ccc(NC(=O)Nc2cccc3c2O[C@@H](CN(C)C(=O)Nc2ccc4c(c2)OCO4)[C@H](C)CN([C@H](C)CO)C3=O)cc1,2,0
COc1ccc(NC(=O)Nc2ccc3c(c2)CC(=O)N([C@@H](C)CO)C[C@H](C)[C@H](CN(C)Cc2ccc(C(=O)Nc4ccccc4N)cc2)O3)cc1,4,45
Cc1noc(C)c1S(=O)(=O)Nc1ccc2c(c1)CC(=O)N([C@H](C)CO)C[C@@H](C)[C@@H](CN(C)C(=O)Nc1ccccc1)O2,20,-12
C[C@@H]1CN([C@@H](C)CO)C(=O)c2cccc(NC(=O)CCCCCC(=O)Nc3ccccc3N)c2O[C@H]1CN(C)Cc1ccncc1,10,-34
CC(C)NC(=O)Nc1ccc2c(c1)CC(=O)N([C@H](C)CO)C[C@H](C)[C@H](CN(C)S(=O)(=O)c1ccc(F)cc1)O2,-1,-9
C[C@H](CO)N1C[C@H](C)[C@H](CN(C)S(=O)(=O)c2ccccc2)Oc2ccc(NC(=O)CCC(F)(F)F)cc2CC1=O,2,8
C[C@@H]1CN([C@@H](C)CO)C(=O)c2cccc(NS(=O)(=O)c3ccc(F)cc3)c2O[C@@H]1CN(C)S(=O)(=O)c1cn(C)cn1,10,-22
COc1ccc(S(=O)(=O)Nc2ccc3c(c2)C(=O)N([C@H](C)CO)C[C@@H](C)[C@@H](CN(C)C(=O)Nc2c(C)noc2C)O3)cc1,7,-11
CNC[C@@H]1Oc2ccc(NC(=O)c3ccncc3)cc2CC(=O)N([C@H](C)CO)C[C@@H]1C,11,-26
C[C@H]1CN([C@@H](C)CO)C(=O)c2cc(NS(=O)(=O)c3ccc(F)cc3)ccc2O[C@@H]1CN(C)Cc1ccc(C(F)(F)F)cc1,-1,-1
C[C@@H]1CCCCO[C@H](CN(C)C(=O)Nc2ccc3c(c2)OCO3)[C@@H](C)CN([C@H](C)CO)C(=O)c2cc(NC(=O)Nc3ccccc3)ccc2O1,9,-2
C[C@H]1CN([C@@H](C)CO)C(=O)c2cccc(NC(=O)Nc3ccc4c(c3)OCO4)c2O[C@@H]1CN(C)S(=O)(=O)c1ccccc1,4,1

# Molecules above that contain two or more sulfur atoms, in the order listed:
SMILES,INS-1E ATP HTS,T cruzi HTS
COc1ccc(S(=O)(=O)Nc2ccc3c(c2)C(=O)N([C@@H](C)CO)C[C@@H](C)[C@@H](CN(C)S(=O)(=O)c2ccc(OC)cc2)O3)cc1,11,-2
C[C@H]1CN([C@@H](C)CO)C(=O)Cc2cc(NC(=O)Nc3ccc4c(c3)OCO4)ccc2O[C@H]1CN(C)S(=O)(=O)c1cccs1,9,-13
Cc1noc(C)c1S(=O)(=O)Nc1ccc2c(c1)C(=O)N([C@H](C)CO)C[C@H](C)[C@@H](CN(C)S(=O)(=O)c1cn(C)cn1)OCCCC[C@@H](C)O2,7,-7
C[C@@H]1CN([C@H](C)CO)C(=O)c2cc(NC(=O)Nc3ccccc3)ccc2O[C@@H]1CN(C)S(=O)(=O)c1cccs1,3,11
C[C@@H]1CN([C@@H](C)CO)C(=O)c2cccc(NS(=O)(=O)c3cccs3)c2O[C@H]1CN(C)Cc1ccccc1,-3,-12
Cc1ccc(S(=O)(=O)Nc2ccc3c(c2)C(=O)N([C@H](C)CO)C[C@@H](C)[C@@H](CN(C)S(=O)(=O)c2cccs2)O3)cc1,-3,31
C[C@H]1CN([C@@H](C)CO)C(=O)c2cc(NS(C)(=O)=O)ccc2O[C@H]1CN(C)S(=O)(=O)c1ccc(F)cc1,1,2
C[C@@H]1CCCCO[C@@H](CN(C)S(=O)(=O)c2ccc(Cl)cc2)[C@@H](C)CN([C@H](C)CO)C(=O)c2cc(NS(=O)(=O)c3ccc(F)cc3)ccc2O1,-13,40
C[C@H]1CN([C@@H](C)CO)C(=O)c2cccc(NC(=O)Nc3ccc(C(F)(F)F)cc3)c2O[C@@H]1CN(C)S(=O)(=O)c1cccs1,-7,-6
C[C@@H]1CN([C@@H](C)CO)C(=O)c2cccc(NS(=O)(=O)c3ccc(F)cc3)c2O[C@@H]1CN(C)S(=O)(=O)c1cn(C)cn1,10,-22
